Assay outcomes (PubChem BioAssay)
SENP6 block: blocks the human protease SENP6; AID 2599; 1.8% of 330,000 active; Q9GZR1; inhibition, % at 10 µM; Recombinant SENP6 catalytic domain, aminoluciferin luminescence;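 active = inhibition above about 50% at the single tested dose, limit read from the data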;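 note: plate controls were DMSO wells with enzyme for no effect and DMSO wells lacking enzyme for full effect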
Target sequence (Q9GZR1 628-1112 limits assumed): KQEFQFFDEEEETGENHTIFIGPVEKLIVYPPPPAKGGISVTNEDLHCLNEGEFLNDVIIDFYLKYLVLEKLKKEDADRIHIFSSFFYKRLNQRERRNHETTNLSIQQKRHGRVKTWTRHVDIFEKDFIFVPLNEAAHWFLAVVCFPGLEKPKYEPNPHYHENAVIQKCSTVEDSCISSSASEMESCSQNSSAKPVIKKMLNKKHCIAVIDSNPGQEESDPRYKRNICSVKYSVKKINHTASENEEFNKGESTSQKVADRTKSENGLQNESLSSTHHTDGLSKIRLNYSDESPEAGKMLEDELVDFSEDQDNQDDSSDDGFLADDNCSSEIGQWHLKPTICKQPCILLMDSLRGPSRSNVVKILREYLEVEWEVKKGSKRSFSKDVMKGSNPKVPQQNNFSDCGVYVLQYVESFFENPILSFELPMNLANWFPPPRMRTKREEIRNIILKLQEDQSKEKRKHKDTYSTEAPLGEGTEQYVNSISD
A3G deaminase: blocks human APOBEC3G single-stranded DNA deamination; Q9HC16; recombinant A3G, ssDNA deamination FAM/TAMRA fluorescence; inhibition, % at 20 µM; 0.28% of 330,000 active; AID 493012;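 active = inhibition of at least 40% at 20 µM, with no more than 30% in the related APOBEC3A deaminase screen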;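 note: plate controls were DMSO wells with A3G for no effect and wells lacking A3G enzyme for full effect; some compounds called inactive have numbers as strong as hits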
UBC13 inh: human UBC13 polyubiquitination inhibition. UBC13 polyubiquitin chain formation, TR-FRET. inhibition, % at 20 µM. 0.47% of 330,000 active; in the data active = inhibition above about 45%, passing the limit was not always enough
Target sequence (P61088 whole entry, looked up): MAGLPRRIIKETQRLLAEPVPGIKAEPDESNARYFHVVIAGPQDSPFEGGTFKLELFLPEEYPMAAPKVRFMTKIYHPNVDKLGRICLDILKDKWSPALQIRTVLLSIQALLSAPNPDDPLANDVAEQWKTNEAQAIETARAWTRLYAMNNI
SENP1 inh: inhibitors of human SENP1 SUMO protease catalytic domain | Q9P0U3 | recombinant SENP1 catalytic domain, CyPet-SUMO1-YPet FRET cleavage | inhibition, % at 10 µM | 0.21% of 360,000 active | AID 624204;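 active = inhibition at least 30% at 10 µM, raw YFP signal under a set limit, fluorescence ratio 0.5 to 1.5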;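 note: 0% = enzyme with DMSO and 100% = no enzyme wells; some results filed as inactive read as strong as hits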
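System: Recombinant human SENP1 catalytic domain, His6-tagged | Incubation: Enzyme reaction for 50 min at room temperature, dark | Medium: Tris pH 8 with BME, BSA, NP40 and catalase | Also added: 25 nM SUMO1 FRET substrate | Compound: 10 µM single point, 0.5% DMSO | Measured by: FRET fluorescence in CFP and YFP emission channels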
SENP7 block: SENP7 protease inhibition; Q9BQF6; AID 434973; 1.5% of 330,000 active; inhibition, % at 5 µM; recombinant SENP7, Z-RLRGG-aminoluciferin luminescence, 40 min;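 active = inhibition above about 50% at the single test dose, limit read from the data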;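 note: plate controls were DMSO with enzyme for no effect and no enzyme buffer wells for full effect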
Target sequence (Q9BQF6 706-1050 limits assumed): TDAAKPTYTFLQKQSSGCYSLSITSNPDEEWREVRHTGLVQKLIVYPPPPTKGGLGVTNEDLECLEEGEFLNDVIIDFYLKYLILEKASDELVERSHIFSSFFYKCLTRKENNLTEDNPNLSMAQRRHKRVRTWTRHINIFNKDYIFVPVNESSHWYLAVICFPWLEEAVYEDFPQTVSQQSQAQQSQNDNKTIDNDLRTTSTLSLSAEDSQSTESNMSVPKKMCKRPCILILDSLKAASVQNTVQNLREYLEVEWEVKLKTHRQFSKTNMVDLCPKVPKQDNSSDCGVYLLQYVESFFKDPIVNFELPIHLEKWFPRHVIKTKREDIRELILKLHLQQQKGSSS
SENP8 block-1: inhibitors of human SENP8 protease. 0.64% of 360,000 active. inhibition, % at 20 µM. recombinant SENP8, Nedd8 substrate fluorescence. AID 602440. Q96LD8; in the data active = inhibition mostly above about 40%, no sharp cut-off; inactive = mostly below about 27%
SENP8 block-2: blocks the human protease SENP8; Q96LD8; AID 2540; 1.2% of 330,000 active; purified SENP8, Z-RLRGG-aminoluciferin cleavage, luminescence; inhibition, % at 10 µM; in the data active = inhibition above about 50%
Apaf-1 inh: inhibitors of human Apaf-1 apoptosome; AID 489030; O14727; 0.71% of 330,000 active; reconstituted apoptosome caspase-3 activity, DEVD-Rh110 fluorescence; inhibition, % at 20 µM; active = inhibition of at least 40% at 20 µM;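 note: plate controls were DMSO wells for no effect and DEVD-CHO caspase inhibitor wells for full effect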
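System: Apoptosome proteins | Medium: Hepes pH 7.5 with detergent and BSA | Also added: Cytochrome c trigger plus (Z-DEVD)2-Rh110 caspase-3 substrate | Incubation: 30 min compound preincubation, 50 min activation, room temperature | Detection: Rhodamine 110 fluorescence at Ex 480/Em 540 nm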
Active calls of the source: *; x = not tested or not shown.

SMILES	SENP6 block	A3G deaminase	UBC13 inh	SENP1 inh	SENP7 block	SENP8 block-1	SENP8 block-2	Apaf-1 inh
O=C(CN1CCN(C(=O)C2CCCO2)CC1)Nc1ccc(F)cc1 (stereo unspecified)	-5	4	4	0	-2	18	-4	4
CCc1nc(SCC(=O)N2CCN(C(=O)c3ccco3)CC2)c2c3c(sc2n1)CCCC3	-9	-10	2	1	-3	10	-9	26
C#CCCOC(=O)N1C2=NC(C(=O)OC)=C(C(=O)OC)[C@@H]3N(C)c4ccccc4[C@]23C[C@H]1CO	-6	-6	3	3	3	13	7	1
O=C(Nc1cccc(Cl)c1)N(Cc1nc2ccccc2c(=O)[nH]1)Cc1cccs1	-13	-2	9	3	3	8	0	10
CCOC(=O)C1CCN(C(=O)COc2ccc(Br)cc2Br)CC1	-17	-5	-4	3	-3	12	-8	3
O=C(c1ccc(S(=O)(=O)NCc2ccco2)cc1)N1CCN(c2ccccc2)CC1	-17	-3	12	3	7	18	-4	-1
CCCCN(C(=O)CSCC(=O)Nc1ccc(C)cc1)c1c(N)n(Cc2ccccc2)c(=O)[nH]c1=O	-7	-12	-10	1	-8	10	-11	15
C=CCn1nc2n(c1=O)-c1ccccc1SC2	-14	-5	4	1	12	16	-3	-7
CCNC(=O)c1sc2cc(C)ccc2c1Cl	25	8	1	-2	11	7	-6	6
Cc1cccc(-n2nnnc2SCC(=O)N(CC(C)C)c2c(N)n(CC(C)C)c(=O)[nH]c2=O)c1	5	-3	6	0	2	13	10	-4
COc1ccccc1-n1cnc2cc(C(=O)NCc3ccco3)ccc21	-9	2	-5	-1	4	4	2	0
O=C(O)c1ccc(Nc2nc(-c3cccnc3)cs2)cc1O	11	-2	-18	2	26	-7	24	6
Nc1c(C(=O)Nc2ccccc2)sc2ncc([N+](=O)[O-])cc12	-9	-6	-32	11	1	17	-11	0
CCCCCCN(C(=O)CCCCCN1C(=O)NC(c2ccc(-c3ccccc3)cc2)C(C(=O)OCc2ccccc2)=C1C)C(C(=O)NCCCC)c1ccccn1 (stereo unspecified)	-9	-9	-18	x	-7	x	2	26
[O-][n+]1onc2c1CCc1[nH]c(-c3ccccc3)nc1-2	-1	-11	7	0	-2	23	-1	-1
Cc1ccc(Nc2ccc(C(=O)O)cc2[N+](=O)[O-])cc1	-24	-15	-30	3	-9	25	-5	2
CC(C)OCCCn1c(=S)[nH]c2ccc(N3CCOCC3)cc2c1=O	-9	-14	-5	-44	-6	-289	-12	8
COc1ccc(C(=O)C2CCN(C(=O)c3ccc(C)cc3)CC2)cc1	-17	-1	-2	-1	-7	8	-4	10
O=C(CN1CCN(c2nc(-c3ccccc3)cs2)CC1)NNC(=O)c1ccc(Br)cc1	-9	-1	2	-2	1	17	6	-1
CCCN(CC(=O)Nc1ccc(F)c(F)c1F)CC(=O)Nc1c(Cl)cccc1Cl	9	-2	9	1	9	11	-5	7
O=C(COC(=O)C1CCCO1)Nc1cccc(C(F)(F)F)c1 (stereo unspecified)	-9	-2	-8	4	-8	18	-9	5
O=C(/C=C/c1cccs1)Nc1cccnc1	48	-4	-12	0	45	7	28	4
COc1ccc2cc(-c3cccnc3)ncc2c1	53*	-9	-19	-5	58*	-154	40	4
COc1ccc(OC)c2sc(NC(=O)c3ccc(Cl)s3)nc12	-26	-4	3	-2	-10	-11	-14	14
CC1CCC(NC(=O)CCS(=O)(=O)c2ccc3c(c2)oc(=O)n3C)CC1 (stereo unspecified)	3	-1	2	-5	0	12	1	-8

Compound profiles (already shown). Order of values: SENP6 block	A3G deaminase	UBC13 inh	SENP1 inh	SENP7 block	SENP8 block-1	SENP8 block-2	Apaf-1 inh
CCOC(=O)C1CCN(C(=O)COc2ccc(Br)cc2Br)CC1 is listed as -17	-5	-4	3	-3	12	-8	3
CCCCCCN(C(=O)CCCCCN1C(=O)NC(c2ccc(-c3ccccc3)cc2)C(C(=O)OCc2ccccc2)=C1C)C(C(=O)NCCCC)c1ccccn1 (stereo unspecified) is listed as -9	-9	-18	x	-7	x	2	26

Continued:
SMILES	SENP6 block	A3G deaminase	UBC13 inh	SENP1 inh	SENP7 block	SENP8 block-1	SENP8 block-2	Apaf-1 inh
O=C1c2ccc([N+](=O)[O-])cc2C(=O)N1c1ccc([N+](=O)[O-])cn1	-10	3	-22	-1	10	24	-3	-14
Cc1cc2cc(CCNC(=O)C(=O)c3c[nH]c4ccccc34)c(=O)[nH]c2cc1C	-3	-5	6	-1	3	2	1	20
Cc1cc(C)n(C(=O)CCNC(=O)c2ccccc2Br)n1	-7	-2	1	-1	-2	19	-1	-2
Nc1ccc(C(=O)NCC(=O)O)cc1	7	-7	4	0	-3	8	14	-9
CCCc1nc(SCC(=O)N2CCc3ccccc32)c2c(C)c(C)sc2n1	-26	-7	0	x	-7	x	-5	0
Cc1cc(C)nc(SCC(=O)Nc2ncc(Cc3cccc(Cl)c3)s2)n1	9	3	10	2	-4	20	1	19
S=C(Nc1ccc(N2CCOCC2)cc1)Nc1ccc2snnc2c1	-2	-1	-6	5	3	2	0	-2
COc1cccc(OCC(O)CNC2CCCC2)c1 (stereo unspecified)	15	-4	-1	3	-1	5	12	9
Cc1csc(Nc2ccc(Cl)cc2)[n+]1-c1ccc(Cl)cc1	-10	-4	4	0	-4	8	5	5
Cn1cc(SCC(=O)N2CCN(c3ccccc3)CC2)c2ccccc21	-15	-8	0	0	18	19	-8	8
CCn1nc(C(=O)Nc2ccc(N3CCOCC3)cc2)c2ccccc2c1=O	0	-8	16	2	9	20	7	-13
Cc1ccc(C(=O)COC(=O)CCCC(=O)Nc2cc(C(F)(F)F)ccc2Cl)cc1C	-10	-12	2	3	5	12	-3	17
CCCCn1c(N)c(N(CC)C(=O)C2CCC2)c(=O)[nH]c1=O	-10	-3	-15	-2	-10	18	-4	0
O=C1CC(O)(c2ccccc2)C(c2ccccc2)=C1c1ccccc1 (stereo unspecified)	-2	6	2	0	5	12	-1	20
Cc1csc(SCC(=O)NCCc2ccc(Cl)cc2Cl)n1	-9	-9	7	3	0	11	1	-4
CCc1cccc(NC(=S)N(CCOC)C(C)c2ccco2)c1 (stereo unspecified)	-20	-2	2	2	-14	-2	-1	12
CCOc1cc(S(=O)(=O)n2nc(C)cc2C)ccc1Br	-22	-7	3	1	-5	3	-4	1
COc1ccccc1NC(=O)CCc1nnc2ccc(N3CCC4(CC3)OCCO4)nn12	9	-1	-12	1	-10	-13	1	4
CCCCOc1cccc(C(=O)O)c1	-1	-9	2	0	2	18	-14	1
CCOc1ccc(CN(C)CC(=O)Nc2ccc([N+](=O)[O-])cc2Cl)cc1	-17	-10	-4	0	-1	23	-2	3
Cc1cc(N(CC(=O)NC2CC2)S(C)(=O)=O)ccc1Br	0	-10	-11	-1	-7	15	-12	-1
O=C(ON=C1CCN(S(=O)(=O)c2ccccc2)CC1)c1ccc(F)cc1	48	-1	4	3	31	25	10	14
Cc1cc2cc(CN(Cc3cccs3)S(=O)(=O)c3ccc4c(c3)OCCO4)c(=O)[nH]c2cc1C	5	-6	6	-2	0	-168	-7	7
COc1ccccc1NC(=O)COC(=O)CN1C(=O)C(=O)c2ccccc21	11	-2	1	4	6	9	-2	11
CCN(CC(=O)Nc1c(F)cccc1F)C(=O)c1cc([N+](=O)[O-])ccc1N1CCCCC1	1	-5	-13	-1	-1	27	9	3

Given with two lines to a compound: 15 of the compounds above.
Values run as follows: SENP6 block, A3G deaminase, UBC13 inh, SENP1 inh, SENP7 block, SENP8 block-1, SENP8 block-2, Apaf-1 inh
O=C1c2ccc([N+](=O)[O-])cc2C(=O)N1c1ccc([N+](=O)[O-])cn1
→ -10, 3, -22, -1, 10, 24, -3, -14
Cc1cc2cc(CCNC(=O)C(=O)c3c[nH]c4ccccc34)c(=O)[nH]c2cc1C
→ -3, -5, 6, -1, 3, 2, 1, 20
Cc1cc(C)n(C(=O)CCNC(=O)c2ccccc2Br)n1
→ -7, -2, 1, -1, -2, 19, -1, -2
Nc1ccc(C(=O)NCC(=O)O)cc1
→ 7, -7, 4, 0, -3, 8, 14, -9
CCCc1nc(SCC(=O)N2CCc3ccccc32)c2c(C)c(C)sc2n1
→ -26, -7, 0, x, -7, x, -5, 0
Cc1cc(C)nc(SCC(=O)Nc2ncc(Cc3cccc(Cl)c3)s2)n1
→ 9, 3, 10, 2, -4, 20, 1, 19
S=C(Nc1ccc(N2CCOCC2)cc1)Nc1ccc2snnc2c1
→ -2, -1, -6, 5, 3, 2, 0, -2
COc1cccc(OCC(O)CNC2CCCC2)c1 (stereo unspecified)
→ 15, -4, -1, 3, -1, 5, 12, 9
Cc1csc(Nc2ccc(Cl)cc2)[n+]1-c1ccc(Cl)cc1
→ -10, -4, 4, 0, -4, 8, 5, 5
Cn1cc(SCC(=O)N2CCN(c3ccccc3)CC2)c2ccccc21
→ -15, -8, 0, 0, 18, 19, -8, 8
CCn1nc(C(=O)Nc2ccc(N3CCOCC3)cc2)c2ccccc2c1=O
→ 0, -8, 16, 2, 9, 20, 7, -13
Cc1ccc(C(=O)COC(=O)CCCC(=O)Nc2cc(C(F)(F)F)ccc2Cl)cc1C
→ -10, -12, 2, 3, 5, 12, -3, 17
CCCCn1c(N)c(N(CC)C(=O)C2CCC2)c(=O)[nH]c1=O
→ -10, -3, -15, -2, -10, 18, -4, 0
O=C1CC(O)(c2ccccc2)C(c2ccccc2)=C1c1ccccc1 (stereo unspecified)
→ -2, 6, 2, 0, 5, 12, -1, 20
Cc1csc(SCC(=O)NCCc2ccc(Cl)cc2Cl)n1
→ -9, -9, 7, 3, 0, 11, 1, -4

More results
SMILES	SENP6 block	A3G deaminase	UBC13 inh	SENP1 inh	SENP7 block	SENP8 block-1	SENP8 block-2	Apaf-1 inh
Cc1ccc(C)c(S(=O)(=O)N2CCN(C(=O)CNC(=O)c3ccc4ccccc4c3)CC2)c1	-3	-4	-5	1	2	-8	-1	18
O=C(c1cccs1)N1CCN(Cc2cn[nH]c2-c2ccc(F)cc2F)CC1	13	23	-8	2	3	0	0	10
COC(=O)c1[nH]c2ccccc2c1NC(=O)CN1CCCc2ccccc21	-19	-11	-2	-2	-13	-78	-4	39
Cc1c(OCC(=O)N[C@H](C(=O)O)c2ccccc2)ccc2c3c(c(=O)oc12)CCCC3	-5	-3	-7	-56	3	-105	5	-1
CC1(C)Cc2ccccc2-c2nnc(-c3cccnc3)n21	-16	-5	5	0	-4	21	-7	-15
O=C(COC(=O)Cc1ccccc1[N+](=O)[O-])NCc1ccccc1Cl	5	-6	-15	4	-6	2	-3	12
CCCCn1c(N)c(N(CCC(C)C)C(=O)c2ccc(C)c(S(=O)(=O)N3CCOCC3)c2)c(=O)[nH]c1=O	-1	-7	-1	0	5	12	2	0
NC(=O)c1ccc(N2CCN(S(=O)(=O)c3cccs3)CC2)c([N+](=O)[O-])c1	-4	-5	-9	0	-10	10	-7	-3
Cc1cc(C)n(CC(=O)O)n1	2	-5	11	0	0	21	1	-16
COC(=O)c1ccc(C)c(NS(=O)(=O)c2ccc(OC)cc2)c1	11	0	4	1	8	2	1	-4
C=CCC[C@H](Cc1ccc(F)cc1)C(=O)OC[C@H](Cc1c[nH]c2ccccc12)NC(=O)[C@H](CC=C)CC(=O)NCCO	0	-4	38	2	-1	17	-13	19
CC(=O)C1=C(c2ccccc2)NC(=O)NC1c1ccccc1 (stereo unspecified)	-13	-2	-9	3	12	9	-3	-5
